# Screening results as filed in PubChem BioAssay.
# CXCR6 inh: CXCR6 receptor inhibitors, primary screen, cell-based, beta-arrestin, luminescence, CHO-K1 PathHunter, 1536-well. C-X-C chemokine receptor type 6 (Homo sapiens), O00574. inhibition, % at 20 µM. actives 0.36% (n = 360,000); in the data active = inhibition above about 34%, passing the limit was not always enough;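 also: antagonist mode with CXCL16 agonist at 10 nM final; 0% = 10 nM CXCL16 with DMSO and 100% = unstimulated wells without agonist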
# APJ antagonist: antagonists of human apelin receptor APJ, primary screen, CHO-K1 cells, beta-arrestin complementation, luminescence; P35414; inhibition, % at 20 µM; actives 0.32% (n = 330,000); AID 2521, 2010;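 active = inhibition above about 40% at 20 µM, limit read from the data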;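 also: cells challenged with 10 nM apelin-13 agonist together with compound; plate controls were apelin-13 plus DMSO wells for no effect and DMSO wells lacking apelin-13 for full effect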
# Target sequence (P35414 whole entry, looked up): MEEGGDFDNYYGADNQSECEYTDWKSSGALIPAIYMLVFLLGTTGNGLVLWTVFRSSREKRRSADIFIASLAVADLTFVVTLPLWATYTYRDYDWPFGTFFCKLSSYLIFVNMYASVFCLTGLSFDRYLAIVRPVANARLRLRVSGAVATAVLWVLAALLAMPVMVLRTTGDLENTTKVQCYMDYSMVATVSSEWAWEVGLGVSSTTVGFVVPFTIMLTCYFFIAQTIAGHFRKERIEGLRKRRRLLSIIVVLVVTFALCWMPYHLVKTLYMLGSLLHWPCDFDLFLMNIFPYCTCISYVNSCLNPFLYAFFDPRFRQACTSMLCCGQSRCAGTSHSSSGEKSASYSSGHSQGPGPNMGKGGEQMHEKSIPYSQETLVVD
# EBI2 block: EBI2 receptor antagonists, beta-arrestin recruitment, primary screen, cell-based, luminescence, 7a,25-OHC stimulation, uHTS | G-protein coupled receptor 183 (Homo sapiens), P32249 | actives 0.81% (n = 360,000) | inhibition, % at 5 µM | 7a,25-OHC stimulated | AID 651636, 2012; in the data active = inhibition above about 38%;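 also: enzyme fragment complementation signal reports receptor beta-arrestin coupling in cells; 0% = agonist plus DMSO wells and 100% = wells without agonist; some results beyond the cut were filed as inactive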
# Target sequence (P32249 whole entry, looked up, the tested form may be a part): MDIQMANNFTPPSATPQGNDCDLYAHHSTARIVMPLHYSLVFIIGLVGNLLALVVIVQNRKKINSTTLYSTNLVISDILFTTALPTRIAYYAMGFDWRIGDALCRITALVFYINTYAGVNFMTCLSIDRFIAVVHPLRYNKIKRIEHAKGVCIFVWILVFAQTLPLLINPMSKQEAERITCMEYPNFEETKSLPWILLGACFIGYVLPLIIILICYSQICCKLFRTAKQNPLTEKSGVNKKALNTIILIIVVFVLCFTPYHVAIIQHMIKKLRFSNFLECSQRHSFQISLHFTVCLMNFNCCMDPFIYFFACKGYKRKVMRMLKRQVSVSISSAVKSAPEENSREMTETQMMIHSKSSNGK
# CCR6 antag: CCR6 receptor antagonists, primary screen, cell-based, CHO-K1, luminescence, beta-arrestin, uHTS | C-C chemokine receptor type 6 (Homo sapiens), P51684 | CHO-K1 CCR6 PathHunter beta-arrestin, CCL20-stimulated | inhibition, % at 20 µM | actives 0.49% (n = 340,000) | AID 493098, 2011;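 active = compounds whose inhibition of the agonist-driven luminescence signal at 20 µM reaches about 50%, limit read from the data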;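 also: cells stimulated with CCL20 at 14 nM final; plate controls were DMSO with CCL20 for no effect and DMSO without agonist for full effect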
# Jurkat NFkB inh: inhibitors of induced NF-kB luciferase reporter, primary screen, TCR NF-kB activation inhibitor project, cell-based, luminescence, uHTS; actives 0.53% (n = 330,000); inhibition, % at 4 µM; Jurkat, PMA/ionomycin-induced NF-kB luciferase reporter; in the data active = inhibition above about 50%
# UBC13 inh: UBC13 polyubiquitin chain formation inhibitors, primary screen, biochemical, TR-FRET, uHTS; inhibition, % at 20 µM; actives 0.47% (n = 330,000); Ubiquitin-conjugating enzyme E2 N (Homo sapiens), P61088; in the data active = inhibition above about 45%, passing the limit was not always enough
# Target sequence (P61088 whole entry, looked up): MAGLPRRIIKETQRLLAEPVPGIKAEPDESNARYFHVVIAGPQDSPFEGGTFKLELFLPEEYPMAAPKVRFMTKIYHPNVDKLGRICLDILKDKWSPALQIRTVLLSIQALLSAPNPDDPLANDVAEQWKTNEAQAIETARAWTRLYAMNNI
# 697 NFkB inh: inhibitors of PMA/ionomycin-induced NF-kB reporter, 697 cells, primary screen, B-cell NF-kB inhibitor project, cell-based, luminescence, uHTS; 697 B-cell NF-kB luciferase reporter, 16 h; inhibition, % at 4 µM; actives 0.33% (n = 330,000); AID 435022, 2010; in the data active = inhibition above about 35%
# Gli-Sufu antag: Gli-Sufu pathway antagonists, primary screen, luciferase luminescence, Sufu-KO-LIGHT cells, uHTS. Sufu-KO-LIGHT fibroblasts, Gli luciferase reporter luminescence. inhibition, % at 5 µM. actives 0.74% (n = 340,000). AID 588413, 2011;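 active = inhibition above about 55%, limit read from the data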;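 also: 0% = DMSO-treated cells and 100% = wells with medium but no cells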
# * = called active by the depositor; . = not tested or not shown.
# Screens in order: CXCR6 inh, APJ antagonist, EBI2 block, CCR6 antag, Jurkat NFkB inh, UBC13 inh, 697 NFkB inh, Gli-Sufu antag
CN(C)c1ccc(/C=N/N=C/c2ccccc2O)cc1
    14, 5, 35, 1, -161, 4, -256, -46
COC(=O)c1cc(C(=O)OC)cc(N2C(=O)CC(N3CCN(c4ccccc4)CC3)C2=O)c1 (stereo unspecified)
    2, ., -5, -2, ., ., ., 10
CC(NC(=O)CN1CCN(c2ccc(Cl)cc2)CC1)c1ccccc1 (stereo unspecified)
    3, 11, 3, 26, 4, 1, 1, 2
COc1ccc(C(=O)OCC(=O)NC(=O)Nc2ccccc2F)c(OC)c1
    -3, -6, -3, -1, -13, 3, 10, -2
O=C(COc1ccc(Br)cc1)N1CCOCC1
    6, 7, 18, -7, -26, -1, -22, -13
CC(C)(C)C(=O)N1N=C(c2cccc(NS(C)(=O)=O)c2)CC1c1cccs1 (stereo unspecified)
    -2, -10, -31, 0, 11, 11, 2, 6
NC(=O)C1CC12c1ccccc1-c1ccccc12 (stereo unspecified)
    24, 5, -2, 12, -21, 4, 2, -17
COc1ccccc1N1C(=O)c2ccccc2NC1c1ccncc1 (stereo unspecified)
    0, 6, -15, 8, 0, 8, -2, -1
COc1ccc(NC(C)=O)cc1S(=O)(=O)NCCc1ccccn1
    -4, 10, 4, -7, -5, 7, 9, 4
O=C(O)/C(=C\c1cccc(O)c1)c1ccc(S(=O)(=O)N2CCCC2)s1
    -3, -5, 5, 5, 4, -11, 5, 4
CCN1CCN(CCNC(=O)CCCCCn2c(=O)[nH]c3cc(C(=O)OC)ccc3c2=O)CC1
    4, -10, -1, -3, 6, 13, 1, 3
Cc1noc(C)c1COc1ccc(C(=O)OCC(=O)Nc2cccc(S(=O)(=O)N3CCOCC3)c2)cc1
    4, -2, 2, 4, 5, -2, 39*, -4
O=C(CSc1cccc(C(F)(F)F)c1)Nc1ccc(Cl)cc1Cl
    -4, 0, 9, 8, -6, 0, 4, 7
CC(C)NC(=O)c1cc2n(n1)C(C(F)(F)F)CC(c1ccco1)N2 (stereo unspecified)
    4, 12, -2, 7, 16, 6, 5, -2
C[n+]1c2n(c3ccccc31)N=C(c1ccc(-c3ccccc3)cc1)CS2
    -4, 16, 17, 18, 43, 17, 12, 87*
CCC(Sc1ncccc1C(=O)OC(C)C)C(=O)N1CCOCC1 (stereo unspecified)
    -6, 2, -2, -11, 5, -8, 3, -1
Oc1ccc(C[C@H]2CNCCN2CCc2cc(C(F)(F)F)cc(C(F)(F)F)c2)cc1
    -14, 6, -11, 10, 12, -3, -6, -1
COC(=O)[C@]1(Cc2ccccc2)N[C@H](CN(C)S(=O)(=O)c2ccc(OC)cc2)[C@@H]2C(=O)N(C)C(=O)[C@@H]21
    -1, -4, 7, -6, -6, 12, 17, 6
Cc1cc(C)c2c(N=NN3CCCCC3)[nH]nc2n1
    5, 9, -11, 5, -2, 12, -10, -17
CC(C)(C)OC(=O)COc1cc(F)ccc1[N+](=O)[O-]
    -3, -5, -6, 0, -11, -6, -2, 35
C[C@H](CO)N1C[C@H](C)[C@@H](CN(C)C(=O)Nc2ccc3c(c2)OCO3)Oc2c(NC(=O)Cc3ccccc3)cccc2C1=O
    4, 5, -16, 4, -4, -5, 3, -3
CCN(CC)S(=O)(=O)c1ccc2c(c1)nc(SCC(N)=O)n2-c1ccc(OC)cc1
    -3, -18, 11, 4, 15, 1, 13, 3
COc1ccc2[nH]c(CN3CCN(CCC(C)C)C(CCO)C3)c(C)c2c1 (stereo unspecified)
    6, -2, 6, 9, -4, 9, 6, 27
O=C1NC2(CCCCCC2)Cc2ccccc21
    8, -5, -2, 13, -5, -7, -8, -2
CCn1nc(C)c(CN2CCC(C(=O)Nc3cccc(-c4cccc(F)c4)c3)CC2)c1C
    -8, -13, -3, 13, 16, 18, 14, 24
COC(=O)c1cccc(NC(=O)c2cc(OC)c(OC)c(OC)c2Br)c1
    4, -14, -2, 9, -10, -6, -6, 4
Cc1ccc2nc(CNC(=O)C3CCC(=O)N(Cc4ccccc4F)C3)cn2c1 (stereo unspecified)
    -2, 4, -5, 6, 0, 3, 12, -2
Cc1ccc2nc(SCC(=O)NCC3CCCO3)c(C#N)cc2c1 (stereo unspecified)
    4, 16, -6, -11, -52, 0, -2, -4
COc1ccc(Oc2c(C)oc3c(CN4CCOCC4)c(O)ccc3c2=O)cc1
    1, 9, -10, -22, -32, 5, -70, -4
CCOC(=O)/C(=C/C=C1\Sc2ccccc2N1CC)C(C)=O
    4, 18, 0, 20, -9, -316, -28, 10
CCOc1ccccc1C1CC(=O)NC2=C1C(=O)CCC2 (stereo unspecified)
    -4, 0, -12, -11, 47, 0, -22, 2
CCOC(=O)c1c(-c2cccc([N+](=O)[O-])c2)csc1NC(=O)CCCOc1ccccc1
    -6, ., 15, -7, ., ., ., -4
CN1CCN(c2nc3c(c(=O)[nH]c(=O)n3C)n2CCCSc2nnnn2-c2ccccc2)CC1
    6, 16, -9, 7, -11, -16, -12, .
O=C1CC2C(=O)NCCN2C(=NC(=O)c2ccccc2)N1 (stereo unspecified)
    1, -10, -12, 6, -7, -3, 12, -3
CCOCCCNC(=O)C1CCCN(S(=O)(=O)CC)C1 (stereo unspecified)
    2, -9, -6, 10, -6, 1, 10, 4
Cc1ccc(S(=O)(=O)N(C(=O)c2ccncc2)c2ccc(OC(=O)c3ccncc3)cc2)c(C)c1
    -3, 5, -6, 2, 4, 7, 1, -5
CC(=O)c1ccc(OCC(C)C)c(CC(C(N)=O)C(N)=O)c1
    3, -9, -11, -10, 12, 3, 8, -2
COc1ccc(NC(=O)CC2C(=O)N(c3ccc(OC)cc3)C(=O)N2C(C)C)cc1 (stereo unspecified)
    -8, 5, -7, 3, -13, 10, 2, -4
Cc1ccccc1CNC(=O)/C=C\C(=O)O
    0, 3, -6, -3, 8, -5, 8, -3
CCOC(=O)C1CCCN(C(=O)CN2C(=O)c3ccccc3S2(=O)=O)C1 (stereo unspecified)
    -7, 1, -11, -3, -129, 4, 11, 7

# 3 compounds drawn at random from those above:
# Screens in order: CXCR6 inh, APJ antagonist, EBI2 block, CCR6 antag, Jurkat NFkB inh, UBC13 inh, 697 NFkB inh, Gli-Sufu antag
CCN1CCN(CCNC(=O)CCCCCn2c(=O)[nH]c3cc(C(=O)OC)ccc3c2=O)CC1
    4, -10, -1, -3, 6, 13, 1, 3
COc1ccc(NC(C)=O)cc1S(=O)(=O)NCCc1ccccn1
    -4, 10, 4, -7, -5, 7, 9, 4
O=C(CSc1cccc(C(F)(F)F)c1)Nc1ccc(Cl)cc1Cl
    -4, 0, 9, 8, -6, 0, 4, 7

# More compounds follow.
# Screens in order: CXCR6 inh, APJ antagonist, EBI2 block, CCR6 antag, Jurkat NFkB inh, UBC13 inh, 697 NFkB inh, Gli-Sufu antag
Cc1ccc(-c2noc(-c3cc4ccccc4oc3=O)n2)cc1
    5, 3, 7, -2, -22, 11, -13, -9
Cc1cc(C)cc(-c2nc(-c3ccncc3)no2)c1
    -2, 5, 8, 0, -39, 5, -64, -44
COc1ccc(CCNCc2csc3nc4ccccc4n23)cc1OC
    -4, -1, -8, -7, 14, -5, -13, 14
Nc1ccc(S(=O)(=O)NCC(=O)OCCOc2ccccc2)cc1[N+](=O)[O-]
    -6, 16, -12, 1, 0, -4, 9, -2
CC1(C)CC(=O)C=C(NC2CCCC(O)C2)C1 (stereo unspecified)
    -6, 12, 15, 5, -2, -3, -7, 8
O=C(NC1CC2CCCC(C1)N2Cc1ccccc1)C1CCCCC1 (stereo unspecified)
    0, 5, -2, 10, -8, 4, -15, 20
COc1cc(SC)ccc1C(=O)Nc1ncc(Cl)cc1Cl
    10, 9, -1, 6, -97, 12, -54, -69
Cc1cccc2cc(CN(Cc3ccc(F)cc3)C(=O)N(C)C)c3nnnn3c12
    2, 7, 7, 0, -4, 2, -29, 18
CCc1ccccc1NC(=O)N1CCC(NC(=O)C(Cc2ccc(OC)c(OC)c2)NC(C)=O)CC1 (stereo unspecified)
    -4, 6, -9, -4, -23, 1, -26, 1
CCCOc1cccc(C2C(C(=O)c3cccs3)=C(O)C(=O)N2CCN2CCOCC2)c1 (stereo unspecified)
    12, -22, 3, 9, -23, -4, -1, -1
CC(=O)c1ccc(NC(=S)NCCc2ccc(S(N)(=O)=O)cc2)cc1
    -2, -15, -8, 5, -21, 17, -2, -35
CCOC(=O)CCP(=O)(O)C(O)(c1ccccc1)c1ccccc1
    3, 8, -4, -13, -8, -3, -6, 0
CCOC(=O)c1ccc(NC(=S)N(CCN2CCCCCC2)Cc2cccs2)cc1
    11, -7, 4, 7, -14, 4, -19, 35
CCOc1ccc(CSC(=N)N)cc1Cl
    1, 6, -18, 9, 19, -3, 4, 8
CCc1cc(=O)[nH]c(SCc2cccc3ccccc23)n1
    -11, 3, 7, 1, -3, -4, 6, 2
COc1cccc(C2=Nc3cccc4cccc(c34)N2)c1
    -2, -29, 4, 13, 13, -34, 15, 4
Cc1ccc(/C=C/C(=O)Nc2cccc3ncccc23)o1
    -3, 6, -7, 10, -4, -23, 8, -4
O=C(CNC(=O)c1ccccc1F)OCn1nnc2ccccc2c1=O
    10, -5, 2, -10, 9, -2, 8, -1
CC(NS(=O)(=O)c1ccc(OCC(=O)N2CCCC2)cc1)c1ccccc1 (stereo unspecified)
    -7, 7, -3, -2, 2, -2, -14, -12
COc1ccc(CCNC(=O)c2ccc3nc(N4CCOCC4)sc3c2)cc1OC
    3, -6, -5, 9, -14, 2, 3, -2
N#CCCn1cc(C(N)=O)c(-c2cccs2)n1
    -2, -8, -11, 1, -3, 16, 13, 22
CC(=O)N1CCN(C(=O)CCCNC(=O)c2ccc(Cl)cc2)CC1
    -10, -1, -9, 3, 3, 1, 1, 1
Cc1occc1C(=O)N/N=C/c1ccc2c(c1)OCO2
    -7, 9, -2, 13, -109, 19, -129, -60
O=C(Nc1ccc(N2CCN(C(=O)c3ccc(Cl)cc3)CC2)cc1)c1ccc(Br)o1
    -8, 7, 9, 7, 5, -1, -27, 2
O=C(Nc1ccc(O)cc1)C1CC=CCC1 (stereo unspecified)
    -3, -62, -5, -3, 19, -7, 4, 4
CCCCn1c(=O)[nH]c(=O)c2c1nc(-c1cc3c(cc1Br)OCO3)n2C
    9, 2, 0, -2, 6, -5, 7, 2
O=C(CSc1ccccn1)N/N=C/c1c[nH]c2ccccc12
    -4, 8, 9, 16, 5, 6, 20, -8
Cc1[nH]c2ccccc2c1C(=O)CSc1nc2ccccc2[nH]1
    0, -4, 7, -6, -18, 2, 3, .
N#CCSc1nc(N)c(C#N)c(C2CCCCC2)c1C#N
    -6, 2, 10, 14, 2, 2, -30, -2
Cc1cccc(NC(=O)C2CCN(S(=O)(=O)c3ccc4c(c3)NC(=O)CO4)CC2)c1
    -5, -22, 8, 0, 4, 1, 0, 2
O=C(Nc1ccccc1)c1ccc2c(c1)OCO2
    -5, 14, -2, -16, -61, 0, -51, -47
COc1ccc(-c2nc(N3CCN(C)CC3)sc2-c2ccc(OC)cc2)cc1
    6, 21, 5, 9, -28, 10, 1, 12
Cc1oc(-c2ccc3c(c2)OCCO3)cc1C(=O)NC(Cc1ccccc1)C(=O)O (stereo unspecified)
    3, 3, 2, -16, -8, -9, 6, -3
Cc1ccc2nc(N=C(N)N)nc(C)c2c1
    -2, 7, -13, 12, 17, -9, -82, 18
CN(C(=O)c1cccc(NC(=O)Cc2cccc(NC(=O)C3CCN(C(=O)C4CCC4)CC3)c2)c1)C1CC1
    3, ., 1, -4, ., ., ., -4
Cc1ccc(S(=O)(=O)NCCCC(=O)N2CCC(C)CC2)cc1
    0, 1, -4, 14, 6, -7, 1, -23
CCOc1ccc(S(=O)(=O)N2CCC(C(=O)NCc3ccco3)CC2)cc1
    2, -1, 2, 11, 9, -13, 28, -3
